VHR inh abs = VHR1 phosphatase inhibitors, primary screen, biochemical, absorbance, uHTS | Dual specificity protein phosphatase 3 (Homo sapiens), P51452 | recombinant VHR phosphatase, pNPP absorbance | inhibition, % at 13.3 µM | hit rate 0.52% among 290,000 | AID 1654, 2009; in the data active = inhibition above about 50%; note: some compounds called inactive have numbers as strong as hits
Target sequence (P51452 whole entry, looked up): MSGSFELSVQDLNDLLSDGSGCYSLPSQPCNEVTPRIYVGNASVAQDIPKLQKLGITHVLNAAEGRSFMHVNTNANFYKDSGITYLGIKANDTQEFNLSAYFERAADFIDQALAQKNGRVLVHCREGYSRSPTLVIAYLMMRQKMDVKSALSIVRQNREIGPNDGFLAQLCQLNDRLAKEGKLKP
SSB-PriA inh = inhibitors of Klebsiella pneumoniae PriA binding to SSB C-terminal tail, primary screen, biochemical, AlphaScreen; hit rate 0.6% among 430,000; inhibition, % at 33 µM; PriA–SSB C-terminal tail interaction (Klebsiella pneumoniae); AlphaScreen SSBct-PriA binding, biotinylated peptide; AID 1272365, 2023; in the data active = inhibition mostly above about 37%, no sharp cut-off; inactive = mostly below about 20%;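 note: plate controls were negative control peptide for no effect and reference peptide for full effect; strong numbers were not always called active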
MazF activator = activators of E. coli MazEF toxin-antitoxin RNase, primary screen, biochemical, fluorescence, uHTS; Endoribonuclease toxin MazF (Escherichia coli (strain K12)), P0AE70; activation, % at 20 µM; AID 504720, 2011; FAM/BHQ RNA-DNA oligo cleavage fluorescence, 5 h; hit rate 0.32% among 350,000; in the data active = activation above about 50%
Target sequence (P0AE70 whole entry, looked up): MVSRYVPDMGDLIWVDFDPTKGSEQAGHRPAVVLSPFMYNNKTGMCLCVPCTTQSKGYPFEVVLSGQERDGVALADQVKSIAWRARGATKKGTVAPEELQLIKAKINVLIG
Yp Topo-I inh = Yersinia pestis topoisomerase I inhibitors, primary screen, biochemical, cleavage product accumulation, plate reader, single point; hit rate 0.064% among 360,000; Y. pestis Topo-I cleavage product accumulation; activity, % at 10 µM; DNA topoisomerase I (Yersinia pestis CO92); in the data active = activity above about 50%, passing the limit was not always enough; inconclusive = no clear call, values can overlap the other calls; note: inactives centre near 2
Rv3671c protease = Rv3671c serine protease inhibitors, primary screen, biochemical, fluorescence polarization, M. tuberculosis H37Rv; inhibition, % at 5.96 µM; P9WHR9; hit rate 0.048% among 320,000; in the data active = inhibition above about 38%;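 note: extracellular domain of Rv3671c used as enzyme; 0% = enzyme with DMSO and 100% = no enzyme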
SARS 3CLpro inh = SARS-CoV 3CLpro protease inhibitors, primary screen, biochemical, quenched FRET | AID 1706, 2009 | inhibition, % at 6 µM | hit rate 0.14% among 290,000 | recombinant SARS-CoV 3CLpro, quenched FRET peptide cleavage; in the data active = inhibition above about 12%
TcdB inh = TcdB glycohydrolase inhibitors, primary screen, biochemical, single point, plate reader; TcdB glycohydrolase enzymatic assay; inhibition, % at 9.99 µM; hit rate 0.24% among 350,000; AID 652162, 2013; in the data active = inhibition above about 10%
Vc quorum ag = inducers of Vibrio cholerae quorum light production without autoinducers, primary screen, BH1578 luxS cqsA deficient, single point | V. cholerae BH1578 lux reporter, luminescence, 6 h | activation, % at 18.7 µM | hit rate 0.16% among 350,000 | AID 588436, 2011; in the data active = activation mostly above about 9.7%, no sharp cut-off; inconclusive = no clear call, values can overlap the other calls; inactive = mostly below about 3.7%; note: not every result past the cut was called active; inactives centre near 0; reference of the scale not given here
Anthrax LF prot = Bacillus anthracis LF protease inhibitors, primary screen, biochemical, multiplex microsphere, MLPCN library; multiplex microsphere protease cleavage assay; hit rate 0.12% among 360,000; inhibition, % at 10 µM; AID 588501, 2011; Lethal factor (Bacillus anthracis), P15917; in the data active = inhibition above about 30%; inconclusive = no clear call, values can overlap the other calls; note: plate controls were buffer without enzyme for full effect and enzyme alone for no effect
Target sequence (P15917 whole entry, looked up): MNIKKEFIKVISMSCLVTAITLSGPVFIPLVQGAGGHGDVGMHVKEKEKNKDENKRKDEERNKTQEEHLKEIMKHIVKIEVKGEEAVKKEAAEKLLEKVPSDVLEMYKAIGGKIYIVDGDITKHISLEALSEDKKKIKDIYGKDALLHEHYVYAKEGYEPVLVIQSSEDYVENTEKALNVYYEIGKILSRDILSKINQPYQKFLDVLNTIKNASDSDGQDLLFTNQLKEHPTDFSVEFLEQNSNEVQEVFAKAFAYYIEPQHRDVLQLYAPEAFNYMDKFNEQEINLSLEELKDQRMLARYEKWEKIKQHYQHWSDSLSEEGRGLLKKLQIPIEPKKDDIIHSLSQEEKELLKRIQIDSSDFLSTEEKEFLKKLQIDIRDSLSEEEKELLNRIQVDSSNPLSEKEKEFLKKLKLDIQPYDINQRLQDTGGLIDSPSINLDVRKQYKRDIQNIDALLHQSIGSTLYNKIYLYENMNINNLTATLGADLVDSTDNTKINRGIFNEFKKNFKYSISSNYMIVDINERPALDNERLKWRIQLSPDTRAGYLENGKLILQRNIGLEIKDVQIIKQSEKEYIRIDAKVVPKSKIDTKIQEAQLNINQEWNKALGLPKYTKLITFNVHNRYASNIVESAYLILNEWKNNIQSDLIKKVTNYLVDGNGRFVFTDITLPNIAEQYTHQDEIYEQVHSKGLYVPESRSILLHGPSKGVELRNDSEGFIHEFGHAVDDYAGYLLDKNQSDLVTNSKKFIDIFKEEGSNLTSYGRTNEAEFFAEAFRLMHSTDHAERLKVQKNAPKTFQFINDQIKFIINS
PfHsp40 yeast = rescue of yeast from PfHsp40 toxicity, primary screen, S. cerevisiae, ATP luminescence; S. cerevisiae expressing PfHsp40, growth rescue; growth rescue, % at 12.5 µM; hit rate 0.68% among 340,000; AID 504582, 2011; in the data active = growth rescue above about 28%, passing the limit was not always enough; inconclusive = no clear call, values can overlap the other calls;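 note: yeast W303a lacking pdr1 and pdr3 grown in galactose medium; growth measured after three days at 30 °C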
* marks the source's active call; other numbers are inactive results; i = inactive; ? = inconclusive; . = no result given; & = joins results of further samples.

SMILES | VHR inh abs | SSB-PriA inh | MazF activator | Yp Topo-I inh | Rv3671c protease | SARS 3CLpro inh | TcdB inh | Vc quorum ag | Anthrax LF prot | PfHsp40 yeast
CCC1(CC)NC(=O)N(CC(=O)Nc2sc3c(c2C(N)=O)CCC3)C1=O | -12.1 | 3.3 | -5.1 | -6.4 | -7.0 | -9.0 | . | 0.3 | -2.8 | 1.3
O=C1NC(=S)N(c2ccc(Cl)cc2)C(=O)/C1=C/N1CCN(C(=O)c2ccco2)CC1 | 11.6 | 8.2 | -6.6 | -7.2 | -13.9 | 7.4 | . | 0.0 | -6.6 | -0.2
N#Cc1ccccc1OCC(=O)NNC(=O)CNC(=O)c1ccc(Br)o1 | . | -8.8 | 2.5 | -3.4 | 5.5 | . | 0.0 | i | -8.6 | -1.2
COCCn1c(CN(C)Cc2ccccc2)nc2c1c(=O)n(C)c(=O)n2C | 29.2 | -18.0 | 7.1 | 5.8 | 4.0 | -4.5 | -0.4 | i | 1.5 | -1.6
CC(C)(C)C1CCC2(CC1)CC(=O)c1ccccc1O2 (stereo not given) | 22.5 | -12.1 | -3.8 | 13.6 | 0.1 | . | 1.1 | i | -6.8 | -2.0
O=C1c2nc3cc(-c4ccco4)[nH]n3c(=O)c2CN1Cc1ccccc1 | 34.9 | -4.5 | -2.2 | 3.4 | -3.4 | -1.0 | 0.0 | -0.4 | 3.6 | .
COC(=O)c1cc(C(C)=O)c(C)[nH]c1=O | 13.9 | -2.5 | 1.4 | 0.4 | 4.5 | 0.0 | 1.5 | -0.2 | -3.2 | -1.2
Nc1c2c3c(sc2nc(=O)n1N)CCCC3 | -7.4 | -2.6 | -5.0 | 0.1 | -5.1 | 0.5 | 2.4 | -0.7 | -4.0 | -0.6
CC(C)(C)SCCNC(=O)CN(c1ccc(F)cc1)S(=O)(=O)c1ccccc1 | 12.9 | -11.2 | 8.0 | 10.8 | 1.6 | -2.8 | -1.2 | i | 0.0 | 4.9
O=C(NN=C(Cc1ccccc1)Cc1ccccc1)c1ccncc1 | -12.8 | -6.3 | 3.5 | -5.5 | -2.4 | -0.2 | -6.7 | -0.3 | -2.2 | -1.8
CCOC(=O)c1c(-c2cccs2)csc1N | 3.4 | -1.1 | -1.0 | -8.8 | 0.9 | -1.8 | -2.4 | -0.8 | -1.6 | 0.4
CCOC(=O)C1CCN(C(=O)COC(=O)CNC(=O)c2ccc(C(C)(C)C)cc2)CC1 | . | -9.1 | 4.6 | 11.3 | 0.6 | . | 2.0 | i | -6.2 | 1.8
N#Cc1c(Oc2ccc3ccccc3c2)sc(C(=O)c2ccccc2)c1N | 20.9 | 3.1 | 0.2 | 26.7 | -10.8 | -1.1 | . | -0.6 | -2.6 | 0.3
CN(C)S(=O)(=O)N1CCN(CC(=O)Nc2cc(Cl)ccc2Cl)CC1 | -14.8 | -20.1 | -5.3 | -6.9 | 0.7 | -1.9 | . | -6.7 | -0.8 | 0.8
CC(Nc1cccc2ccccc12)C(=O)N/N=C/c1ccccn1 (stereo not given) | -29.4 | . | 7.0 | -12.4 | 3.8 | -17.8 | . | 0.0 | 0.4 | -1.3
CC(=O)OC(C)(C)/C=C/C(=O)C(C)(O)C1[C@H](O)C[C@@]2(C)C3CC=C4C(CC[C@@H](O)C4(C)C)[C@]3(CO)C(=O)C[C@]12C (stereo not given in full) | -12.9 | -4.9 | 3.5 | 0.6 | 6.4 | 9.7 | -1.3 | -10.0 | 3.8 | -1.4
CNC(=S)N(Cc1ccco1)Cc1cc2cc(OC)c(OC)cc2[nH]c1=O | 25.1 | -6.2 | 5.1 | 6.0 | 2.9 | -4.4 | -0.6 | -0.1 | -2.2 | -0.5
O=C(O)c1[nH]nc2c1COc1ccccc1-2 | -16.1 | -1.0&-9.5 | 3.2 | -4.6 | -6.2 | 2.9 | . | i | 2.5 | 1.2
C=CS(=O)(=O)N(Cc1ccccc1)[C@H](CO)CC(C)C | . | 7.7 | 4.1 | -11.7 | . | . | 1.0 | 1.6 | -1.7 | 1.1
CN1CCN(c2nc3c(c(=O)[nH]2)CCC3)CC1 | 26.2 | -15.6 | 11.9 | -9.7 | 5.7 | -3.0 | 0.7 | -0.6 | -2.8 | -0.6

Entries listed so far that contain a cyano group, in the order listed:
SMILES | VHR inh abs | SSB-PriA inh | MazF activator | Yp Topo-I inh | Rv3671c protease | SARS 3CLpro inh | TcdB inh | Vc quorum ag | Anthrax LF prot | PfHsp40 yeast
N#Cc1ccccc1OCC(=O)NNC(=O)CNC(=O)c1ccc(Br)o1 | . | -8.8 | 2.5 | -3.4 | 5.5 | . | 0.0 | i | -8.6 | -1.2
N#Cc1c(Oc2ccc3ccccc3c2)sc(C(=O)c2ccccc2)c1N | 20.9 | 3.1 | 0.2 | 26.7 | -10.8 | -1.1 | . | -0.6 | -2.6 | 0.3

Next section.
SMILES | VHR inh abs | SSB-PriA inh | MazF activator | Yp Topo-I inh | Rv3671c protease | SARS 3CLpro inh | TcdB inh | Vc quorum ag | Anthrax LF prot | PfHsp40 yeast
CCCCCCSc1cccc(-c2nc3cc(C)ccn3c2NCc2ccccc2)c1 | . | -11.8 | 0.5 | 10.0 | 4.8 | . | 0.7 | -0.7 | -12.0&-8.2 | 9.0
Cc1ccc(S(=O)(=O)N(C)C)cc1NC(=S)N(C)C1CCN(C)CC1 | 64.4 | -3.6 | -2.1 | 0.6 | -9.1 | -2.6 | 0.9 | 0.5 | -1.0 | -0.9
Cc1c(NC(=O)Nc2ccc(F)cc2F)c(=O)n(-c2ccccc2)n1C | 9.6 | 9.2 | 7.8 | 1.7 | -9.6 | -4.6 | -0.2 | 1.7 | -1.6 | -0.8
CC(=O)C1=C(O)C(=O)N(CO)C1c1ccccc1F (stereo not given) | 17.3 | -3.3 | 8.7 | 5.5 | -1.0 | -3.0 | 1.6 | i | -1.0 | 1.4
CN(C)CC1Oc2ccccc2OC1(O)c1ccccc1 (stereo not given) | 38.8 | 0.7 | 11.0 | 4.8 | . | 3.1 | 0.6 | -0.5 | 0.0 | 471.8*
COc1cc(S(=O)(=O)N2CCN(C(=O)c3ccco3)CC2)ccc1Cl | 31.2 | -8.8 | 7.5 | 8.5 | -2.1 | 1.7 | -1.4 | 1.0 | -4.6 | -1.2
CC(C)(C)NC(=O)C(OC(=O)c1cccs1)c1ccc(C#N)cc1 (stereo not given) | 9.1 | -0.9 | 3.6 | 3.6 | 0.7 | -0.9 | -0.1 | i | -0.1 | -1.1
CCOc1ccc(NC(=O)N2CCN(Cc3ccc4c(c3)OCO4)CC2)cc1 | 39.8 | 3.5 | -14.4 | -3.6 | 0.4 | 0.0 | 0.4 | -0.5 | -1.2 | 0.6
COc1ccc(C2c3[nH]c4ccccc4c3C[C@H]3C(=O)N(c4ccccc4C(=O)NCCN4CCOCC4)C(=O)N23)cc1 (stereo not given in full) | 16.5 | 12.0 | 3.1 | 21.3 | -4.0 | 6.7 | 1.0 | -0.1 | -1.8 | -0.6
CCOC(=O)c1cnn(-c2nc(SC)nc3sc4c(c23)CCC4)c1N | 3.5 | 0.3 | 5.9 | -5.6 | 8.8 | 0.9 | . | -0.6 | -1.5 | 0.4
Cn1ncc2c(Nc3ccccc3Br)ncnc21 | -6.0 | -4.7 | 4.5 | 1.4 | -18.7 | 4.0 | . | -0.6 | -0.4 | -0.1
CCOC(=O)C1CCN(C(=O)Cn2c(=O)c3cccn3c3cccnc32)CC1 | 1.6 | 3.9 | 4.9 | 7.0 | -2.0 | -2.6 | -8.3 | -1.8 | 0.2 | -0.4
CN(c1ncc(C(F)(F)F)cc1Cl)n1cc(C(=O)O)c2ccccc2c1=O | -15.5 | -9.7 | 2.3 | 0.1 | 1.3 | 1.3 | . | i | -0.5 | 0.4
Cc1noc(C)c1CS(=O)(=O)Cc1ccc(Cl)cc1 | 14.5 | 4.5 | 6.2 | -13.4 | 3.0 | -0.4 | 1.3 | -0.2 | -8.9 | 0.0
O=C1C=CCC(/C=C/c2ccccc2)O1 (stereo not given) | -3.6 | 4.0 | 15.0 | . | 8.7 | -1.7 | 0.4 | . | . | .
O=C(Cc1c(F)c(F)c(F)c(F)c1F)OC12CC3CC(C1)C(=O)C(C3)C2 | -0.9 | -17.8 | -10.0 | -4.2 | -8.8 | 1.6 | . | -1.7 | 7.8 | 1.1
CC(C(=O)NCc1ccccn1)N1C(=O)c2ccccc2C1=O (stereo not given) | 3.6 | -11.7 | 6.7 | -5.2 | -1.5 | 2.7 | . | i | -3.4 | -1.8
CCN(CC(=O)NCc1cccs1)C(=O)CCOc1ccccc1 | . | -11.4 | -2.4 | 2.5 | -0.7 | . | -0.1 | -2.9 | 1.2 | -0.2
CCOC(=O)/C(C#N)=C/C1=C(N2CCCC2)CC(C)(C)OC1 | -6.7 | -5.5 | -3.9 | -12.5 | -0.4 | 0.4 | . | 0.6 | 0.7 | -1.0
Cc1cc(O)c(C(C)C)cc1NC(=S)Nc1cc(C(C)C)c(O)cc1C | . | 14.2 | 3.8 | -17.5 | . | . | -14.4 | . | -6.9 | -0.3
CCN(c1ccccc1)S(=O)(=O)c1ccc(C(=O)Nc2nnc(COC)o2)cc1 | 2.6 | 5.3 | 1.4 | -3.2 | -4.1 | 3.2 | . | -0.8 | 3.8 | 0.6
COc1ccc(-c2nnc(SCC(=O)Nc3sc4c(c3C#N)CCCC4)n2-c2ccccc2)cc1 | 17.8 | 4.8 | -16.7 | 8.1 | -5.3 | 3.2 | 2.0 | i | -0.4 | -1.0
CC(=O)Nc1ccc(N(C(=O)Cn2nnc3ccccc32)C(C(=O)NC2CCCC2)c2ccc(O)c(O)c2)cc1 (stereo not given) | 1.9 | 7.6 | -0.8 | 4.2 | 7.0 | 19.5* | 0.0 | -0.7 | 6.1 | .
Cc1ccccc1-n1c(-c2ccc(=O)[nH]n2)n[nH]c1=S | 25.9 | -15.8 | -15.4 | -3.6 | -4.7 | -2.9 | 1.1 | -0.3 | -3.0 | 0.2
COc1ccc(C(C(=O)NCc2ccc(F)cc2)N(Cc2cccnc2)C(=O)c2snc(C(N)=O)c2N)cc1 (stereo not given) | 18.5 | -14.9 | -12.6 | 11.4 | 1.0 | 3.7 | 0.0 | i | 0.6 | -1.5
Cc1ccc(OCC(=O)NCCCNC(=O)c2ccco2)cc1C | 18.7 | 2.1 | 5.8 | 8.0 | -10.2 | -3.8 | 0.4 | i | 11.0 | -0.6
CC(=O)c1cccc(S(=O)(=O)N2CCC(C(=O)OC3CCOC3=O)CC2)c1 (stereo not given) | . | -13.6 | 0.8 | 3.1 | 1.7 | . | 2.0 | -0.2 | 5.2 | 0.0
O=C(COC(=O)c1ccc2ncsc2c1)NCc1ccc(F)cc1 | . | -13.9 | 1.7 | -10.5 | -13.9 | . | -0.2 | i | -7.4 | 1.3
N#CCCN(CCC#N)S(=O)(=O)c1ccc(C(=O)Nc2nc(-c3ccccc3)c(C(=O)c3ccccc3)s2)cc1 | -3.9 | -6.3 | 4.0 | 3.7 | -4.4 | -2.7 | 1.4 | 0.4 | -0.9 | -1.5
C[C@H](CO)N1C[C@H](C)[C@@H](CN(C)Cc2ccncc2)Oc2c(NC(=O)Cc3ccccc3)cccc2C1=O | . | . | -8.1 | 9.8 | 4.5 | . | -0.4 | -1.9 | 6.2 | ?

An excerpt. The share of hits here may be higher or lower than overall.
